Assay outcomes from PubChem.
Growth percent in the NCI-60 one-dose screen (48 h, 10 µM unless noted): 100 = growth as untreated, 0 = no growth, -100 = all killed.
HCT-15 = HCT-15 colon cancer. AID 1794746. actives 5.2% (n = 82,000)
NCI-H226 = NCI-H226 lung cancer | actives 3.5% (n = 79,000)
HT29 = HT29 colon cancer. actives 7.4% (n = 81,000)
NCI-H322M = NCI-H322M lung cancer | actives 2.7% (n = 80,000)
COLO 205 = COLO 205 colon cancer. actives 7.3% (n = 79,000). AID 1794742
HCT-116 = HCT-116 colon cancer. actives 7.3% (n = 82,000). AID 1794798
SW-620 = SW-620 colon cancer | actives 5.2% (n = 82,000)
KM12 = KM12 colon cancer cells. actives 5% (n = 82,000). AID 1794800
NCI-H460 = NCI-H460 lung cancer; actives 6.8% (n = 82,000); AID 1794736
An asterisk follows results filed as active; . = not tested or not shown; & = joins results of further samples. Rule for the calls: active = growth percent below 10; inactive = the rest.

#1 CCCCS(=O)CCC(N)C(=O)O (stereo not drawn)
#2 COc1ccc(-c2nc(N)ncc2Oc2ccccc2OC)c(O)c1
#3 C/C(=N\O)c1ccc(NC(=O)c2cc(-c3ccc(S(C)(=O)=O)cc3)nc3ccccc23)cc1
#4 CCCCOc1ccc(C(=O)OC(C)CNCCC)cc1N (stereo not drawn)
#5 CCCCCCCC(=O)OC
#6 Clc1cccc(/C=N/Nc2nc(N/N=C/c3cccc(Cl)c3Cl)nc(N3CCOCC3)n2)c1Cl
#7 COc1cc(C2C3=C(COC3=O)Nc3cc4c(cc32)OCO4)cc2c1OCO2 (stereo not drawn)
#8 CCCCc1nc2c(N)nc3ccccc3c2n1CC(C)C
assay / compound	1	2	3	4	5	6	7	8
HCT-15	107	17	85	100	103	85	9.2*	62
NCI-H226	95	74	99	85	106	85	19	63
HT29	98	10	111	95	99	87	.	58
NCI-H322M	100	50	98	93	107	88	49	.
COLO 205	108	2.7*	114	102	108	92	-51*	84
HCT-116	104	16	108	90	99	81	6.8*	55
SW-620	106	21	105	103	104	106	17	74
KM12	107	29	102	103	110	92	1.3*	95
NCI-H460	112	16	108	106	109	100	2.9*	34

#9 COc1cc(NC(=S)Nc2ccc3c(ccn3C(=O)c3cccc(F)c3)c2)cc(OC)c1
#10 NC(=O)c1cc2c(n1Cc1ccccc1)-c1nc(Nc3ccccc3)ncc1CCC2
#11 Cc1ccc(Nc2nc(N)nc(CSCC(=O)N/N=C/c3ccccc3F)n2)cc1
#12 O=C(NO)c1ccc(Cn2ccc3c(Nc4ccccc4)ncnc32)cc1
#13 CCOC(=O)c1nnn(Cc2cc(=O)oc3ccc4ccccc4c23)c1C
#14 CN1C(=O)N(C)C2C1NN=c1s/c(=C\c3ccc([N+](=O)[O-])cc3)c(=O)n12 (stereo not drawn)
#15 Cc1nc(N)nc(N[C@@H](C)c2nc3cccc(NCc4ccc(C(=O)NO)cc4)c3c(=O)n2-c2ccccc2)n1
#16 O=C1CCc2c(sc3[nH]c(=S)n(-c4ccccc4)c(=O)c23)C1
assay / compound	9	10	11	12	13	14	15	16
HCT-15	102	65	92	-56*	104	38	110	100
NCI-H226	108	64	97	32	88	.	81	96
HT29	102	64	106	8.3*	102	26	77	106
NCI-H322M	102	74	96	43	98	85	80	92
COLO 205	119	86	120	-85*	109	57	47	93
HCT-116	111	61	98	-9.9*	89	38	56	102
SW-620	114	84	103	-62*	103	38	49	106
KM12	103	16	96	12	105	36	93	98
NCI-H460	115	73	99	13	109	32	76	108

#17 C=C1C(=O)O[C@H]2[C@H]1CC/C(Cn1cc(-c3cccc(Cl)c3)nn1)=C\CC[C@@]1(C)O[C@@H]21
#18 N/C(=N\C(N)=N\c1nc2ccccc2s1)c1cnccn1
#19 CC(C)(C)COC(=O)C(C)(C)C
#20 NC(=O)c1cc(Cl)ccc1Nc1ccnc(C(F)(F)F)c1
#21 COc1ccc(-c2nn(-c3cccc(Cl)c3)cc2-c2cc(-c3ccc(Br)cc3)[nH]c(=O)c2C#N)cc1
#22 CCOP(=O)(OCC)c1nc(-c2ccccc2)oc1NCC(O)CO (stereo not drawn)
#23 COc1cnc2c(c1)C(=O)c1c-2n(CCCN2CCC[C@H]2CO)c(=O)c2cc(OC)c(OC)cc12
#24 O=C(Cn1cc(CO)nn1)Nc1nc(-c2ccccc2)cs1
assay / compound	17	18	19	20	21	22	23	24
HCT-15	-72*	12	.	95	71	100	65	97
NCI-H226	-58*	22	101	90	84	95	71	105
HT29	-56*	24	104	106	108	99	69	111
NCI-H322M	66	25	116	86	84	.	74	102
COLO 205	-80*	16	121	104	104	100	81	117
HCT-116	-85*	8.5*	109	99	80	102	51	102
SW-620	-78*	11	102	104	73	95	50	104
KM12	13	8.1*	111	91	92	100	77	110
NCI-H460	17	12	109	106	49	102	28	115

3 structures from above, arranged by molecular weight, highest first:
#23 COc1cnc2c(c1)C(=O)c1c-2n(CCCN2CCC[C@H]2CO)c(=O)c2cc(OC)c(OC)cc12
#17 C=C1C(=O)O[C@H]2[C@H]1CC/C(Cn1cc(-c3cccc(Cl)c3)nn1)=C\CC[C@@]1(C)O[C@@H]21
#24 O=C(Cn1cc(CO)nn1)Nc1nc(-c2ccccc2)cs1
assay / compound	23	17	24
HCT-15	65	-72*	97
NCI-H226	71	-58*	105
HT29	69	-56*	111
NCI-H322M	74	66	102
COLO 205	81	-80*	117
HCT-116	51	-85*	102
SW-620	50	-78*	104
KM12	77	13	110
NCI-H460	28	17	115

The list goes on.
#25 Brc1ccc2ncccc2c1
#26 COc1ccc2c3c(ccc2c1)C(=O)/C(=C\O)CC3
#27 O=C1C(Cl)=C(NCCCO)C(=O)c2ccccc21
#28 C=CCOC(=O)CCCCCC1CCCCC1
#29 NC(=S)N/N=C\C(=O)c1ccccc1O
#30 Cc1oc(-c2ccc(Cl)cc2)nc1/C=C/C(=O)c1ccccc1
#31 Cc1ccc2nc(/C=C/c3ccc(N(C)C)cc3)cc(C)c2c1
#32 COc1cc(CNC(=O)C[C@H](C)CCC=C(C)C)ccc1OCc1cn(-c2ccc(Br)cc2)nn1
assay / compound	25	26	27	28	29	30	31	32
HCT-15	101	87	82&103	105	102	98	18	82
NCI-H226	103	106	119&93	102	106	88	65	70
HT29	107	103	96&130	115	97	107	2.0*	94
NCI-H322M	99	110	101&129	97	106	101	71	100
COLO 205	109	105	118&114	107	90	114	23	113
HCT-116	102	88	85&94	97	85	99	23	42
SW-620	101	105	111&112	107	98	104	11	92
KM12	99	100	83&91	106	106	100	22	95
NCI-H460	100	102	92&99	104	111	103	15	74

#33 Cc1ccc2c(C3NNC(=S)N3)cc(=O)oc2c1 (stereo not drawn)
#34 [N-]=[N+]=NC(=O)c1cc2ccccc2cc1O
#35 c1ccc2c(c1)ccn2-c1nc2ccccc2n2c1nc1ccccc12
#36 O=C(O)c1cn(C2CC2)c2cc(N3CCN(CCCN4C(=O)c5ccccc5C4=O)CC3)c(F)cc2c1=O
#37 Cn1c2c(cc(S(=O)(=O)c3ccccc3)c1=O)CCc1c-2cnn1-c1ccccc1
#38 Cn1ccc(=O)[nH]c1=O
#39 COc1ccc(/C=C/c2n[nH]c3ccc(N4CCOC4=O)cc23)cc1
#40 CC(C)(C)C(=O)Nc1ccc(NC(=O)C(C)(C)C)cc1
assay / compound	33	34	35	36	37	38	39	40
HCT-15	100	106	93	103	95	107	10	110
NCI-H226	94	111	93	103	96	117	6.1*	117
HT29	100	108	92	104	101	89	-19*	108
NCI-H322M	100	115	89	106	.	99	8.5*	115
COLO 205	114	95	.	119	103	117	-17*	138
HCT-116	103	103	84	107	103	108	8.1*	108
SW-620	100	107	90	102	104	106	1.5*	101
KM12	98	105	88	106	115	106	8.5*	107
NCI-H460	103	107	82	106	100	111	1.6*	106

#41 c1ccc(CNc2c3ccccc3nc3ccccc23)cc1
#42 N#Cc1c(-c2ccc(Cl)cc2)nc(SCC(=O)NNc2ncnc3ccccc23)n(Cc2ccccc2)c1=O
#43 N#CC1(C#N)C(c2coc3ccc(F)cc3c2=O)OC23CCCCC2C1(C#N)C(=N)O3 (stereo not drawn)
#44 CCCCCC(=O)NNc1ccccc1
#45 Nc1nc(-c2ccccc2)[nH]c(=O)c1N=O
#46 C=CCn1cc(-c2nc3ccccc3s2)c2cc(-c3ccc4c5c(cccc35)C(=O)N(C3CCCCC3)C4=O)ccc21
#47 N#Cc1ccc(C2C3=C(CCCC3=O)OC3=C2C(=O)c2ccccc2C3=O)cc1 (stereo not drawn)
#48 O=C1NN(CCO)C(=S)Nc2ccccc21
assay / compound	41	42	43	44	45	46	47	48
HCT-15	25	102	89	59	99	102	74	103
NCI-H226	52	104	93	83	100	100	114	106
HT29	19	107	100	93	103	105	97	.
NCI-H322M	46	103	92	80	104	103	106	136
COLO 205	7.3*	111	98	95	106	110	109	101
HCT-116	8.4*	105	91	65	102	96	6.2*	97
SW-620	24	109	91	51	113	97	49	106
KM12	30	106	95	36	106	100	90	103
NCI-H460	10	112	97	81	106	102	103	113

#49 O=C(CSc1nc2ccccc2[nH]1)c1ccccc1
#50 C#CCn1cc(C=C2C(=O)NC(=O)NC2=O)c2cc(Cl)ccc21
#51 Cc1cn(C2CC(O)C(CO)(N=[N+]=[N-])O2)c(=O)[nH]c1=O (stereo not drawn)
#52 NS(=O)(=O)c1ccc(Nc2nc(NNC(=O)CCl)nc(Nc3ccccc3)n2)cc1
#53 O=C(CN1C(=O)c2ccccc2C(=O)N(Cc2ccc(Cl)cc2)C2CCCCC21)NC12CC3CC(CC(C3)C1)C2 (stereo not drawn)
#54 COc1ccc(/C=C2\Oc3cc(C)c(Cl)cc3C2=O)cc1
#55 N#Cc1c(-c2cccnc2)nc(SCCCCC(=O)NO)[nH]c1=O
#56 COc1cccc(CNC(=O)C2CSC3c4ccccc4C(=O)N23)c1 (stereo not drawn)
assay / compound	49	50	51	52	53	54	55	56
HCT-15	108	83	106	103	89	100	102	105
NCI-H226	89	.	.	101	71	.	109	.
HT29	109	116	110	113	75	113	110	90
NCI-H322M	109	88	107	106	94	114	102	106
COLO 205	135	123	116	125	.	.	104	113
HCT-116	107	72	106	104	68	93	106	102
SW-620	103	98	102	104	88	103	106	108
KM12	102	86	103	105	87	102	101	100
NCI-H460	109	63	109	104	93	107	108	113

#57 CC1(C)CC[C@]2(C(=O)O)CC[C@]3(C)C(=CCC4[C@@]5(C)C[C@@H](O)[C@@H]6OC(c7ccc(Br)cc7)OC[C@@]6(C)C5CC[C@]43C)C2C1 (stereo partly drawn)
#58 CC1=C(c2cc(-c3ccc(N(C)C)cc3)c(C#N)c(N)n2)C(c2ccccc2)NC(=S)N1 (stereo not drawn)
#59 c1ccc(-c2n(Cc3ccc4ccccc4n3)cc[n+]2Cc2ccc3ccccc3c2)cc1
#60 CN1C(=O)N(C)C2SC(N/N=C/c3cccs3)=NC21 (stereo not drawn)
#61 O=C(c1ccc(-n2c(=O)[nH]c3ccccc3c2=O)cc1)N1CCOCC1
#62 Cc1ccc(S(=O)(=O)N/N=C/C=C/C=N/NS(=O)(=O)c2ccc(C)cc2)cc1
#63 COc1ccc(-c2cc(-c3cccnc3)[nH]c(=O)c2C#N)cc1OC
#64 CCc1ccccc1NC(=O)/C(C#N)=C/c1ccc(Cl)cc1
assay / compound	57	58	59	60	61	62	63	64
HCT-15	58	98	71	20	99	109	111	107
NCI-H226	62	112	9.5*	68	100	102	109	98
HT29	63	109	-9.7*	7.7*	114	97	102	103
NCI-H322M	77	102	24	69	99	107	99	90
COLO 205	55	127	-78*	27	110	116	108	117
HCT-116	38	106	.	28	99	104	93	95
SW-620	56	109	8.6*	15	97	104	108	103
KM12	49	100	-39*	16	114	108	102	94
NCI-H460	44	108	6.1*	13	109	106	105	96

#65 Cc1ccc2c(c1)-c1cc(C)ccc1C2=O
#66 CCC1=CCC(=O)O1
#67 CC(C)C(=O)N1CCCc2ccccc21
#68 O=C1/C(=C/C2=Cc3ccccc3OC2)SC(=S)N1c1ccccc1
#69 CC(=O)OC1=CC(=O)c2ccccc2C1=O
#70 Nc1nonc1-c1nc2ccccc2n1Cc1ccccn1
#71 COc1ccc2oc(=O)cc(Cn3cc(COc4ccc5c(c4)NC(=O)CC5)nn3)c2c1
assay / compound	65	66	67	68	69	70	71
HCT-15	101	98	97	52	102	69	100
NCI-H226	99	95	100	91	98	103	80
HT29	104	98	94	81	93	92	105
NCI-H322M	86	102	94	93	93	112	104
COLO 205	.	101	112	106	96	97	120
HCT-116	92	94	88	94	100	92	104
SW-620	112	102	100	97	101	71	102
KM12	116	104	94	71	104	75	99
NCI-H460	110	105	106	93	105	99	105
